Screens: PubChem, Vanderbilt University
GIRK2 act: activators of NPY4-receptor-primed GIRK2 channels, summary, cell-based, HEK293, thallium flux | activation (% efficacy), % for hits at 37.5 µM | HEK293 GIRK2/NPY4 cells, thallium flux fluorescence | 34,000 tested, under 10 active | AID 1259324, 2017 | G protein-activated inward rectifier potassium channel 2 (Homo sapiens), P48051;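 active = primary screen hit, no activity in plain HEK293 cells, and in GIRK2-only cells above 5% efficacy rising with concentration; inactive = the rest, including fluorescent compounds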;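 also: efficacy is normalized control-subtracted fluorescence 15 s after thallium addition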
Target sequence (P48051 whole entry, looked up): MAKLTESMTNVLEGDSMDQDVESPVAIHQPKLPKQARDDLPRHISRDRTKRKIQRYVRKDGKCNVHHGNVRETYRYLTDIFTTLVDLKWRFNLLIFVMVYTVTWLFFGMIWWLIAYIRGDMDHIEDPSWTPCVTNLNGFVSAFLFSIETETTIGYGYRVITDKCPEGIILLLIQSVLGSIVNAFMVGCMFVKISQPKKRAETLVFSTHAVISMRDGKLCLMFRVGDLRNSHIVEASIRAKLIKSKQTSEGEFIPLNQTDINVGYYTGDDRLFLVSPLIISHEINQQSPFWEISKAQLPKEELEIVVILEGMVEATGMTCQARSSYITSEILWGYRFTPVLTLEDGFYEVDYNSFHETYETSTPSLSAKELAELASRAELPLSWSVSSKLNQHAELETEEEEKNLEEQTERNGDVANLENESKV
Calls only; i = inactive. The list is partial. The share of hits here may be higher or lower than overall.

SMILES	GIRK2 act
CCOC(=O)C(C)(C)Sc1nc2c(c(=O)n1-c1ccc(C)cc1)SCC2	i
COCCn1c(=NC(=O)CSC(C)=O)sc2cc(OC)ccc21	i
COc1ccc(OC)c(-c2cc(C(=O)N3CCC(Cn4cnc5ccccc54)CC3)[nH]n2)c1	i
Cc1ccccc1OCCCn1c(C(C)NC(=O)c2ccco2)nc2ccccc21 (configuration not stated)	i
Cc1nc(NC(=O)c2ccc(S(=O)(=O)N(C)C3CCCCC3)cc2)sc1C	i
CCc1ccc(S(=O)(=O)Nc2ccc(CC(=O)N(C)C)cc2)s1	i
O=C(Cc1nnc(-c2cccc(Br)c2)o1)N1CCN(c2ccccc2)CC1	i
CC(=O)Nc1ccc(S(=O)(=O)Nc2ccc3c(c2)N(C(=O)C(C)(C)C)CC3)cc1	i
O=C(NCCNc1ccc(Nc2ccncc2)nn1)c1c[nH]c2ccccc12	i
Cc1cc(NC(=O)Cc2ccc(C(C)C)cc2)n(C(C)C)n1	i
Cc1nc2cc(NC(=O)Cc3csc(Nc4ccc(Cl)cn4)n3)ccc2s1	i
Cn1nc(-c2cccc(NC(=O)c3ccc(Cl)c([N+](=O)[O-])c3)c2)ccc1=O	i
Cc1ccc(-n2nc3c(c2NC(=O)C(=O)NCc2ccccc2Cl)CSC3)cc1	i
Cc1ccc(CNC(=O)Cn2c(=O)cc(-c3nc(C4CC4)no3)c3ccccc32)cc1	i
Cn1ccnc1N1CCN(C(=O)c2ccc3nsnc3c2)CC1	i
O=C(Nc1ccccc1C(F)(F)F)N1CCC(c2cccs2)CC1	i
Cc1ccc(Cl)cc1N1CCN(C(=O)Cn2c(-c3cnccn3)nc3ccccc32)CC1	i
O=C(c1ccc(Cl)cc1)N1CCC2(CC1)NC(=O)N(CCOc1ccccc1)C2=O	i
O=S(=O)(c1ccc(Cl)s1)N1CCC(c2ccsc2)CC1	i
O=C(Nc1ccc(-n2cnnn2)cc1)c1csc(-c2cnccn2)n1	i
COc1ccc(CNC(=O)NCC2(O)CCc3ccccc32)cc1OC (configuration not stated)	i
Cc1ccccc1-n1nc2c(c1-n1cccc1)CN(C(=O)c1ccco1)C2	i
O=c1n(Cc2cc(F)cc(F)c2)nc2ccc(S(=O)(=O)N3CCCCC3)cn12	i
Cc1ccsc1C(O)CNC(=O)COc1ccc(Cl)cc1Cl (configuration not stated)	i
O=C(CSCc1ccccc1)N1CCN(C(=O)c2cnn3ccccc23)CC1	i
CSc1ccccc1NC(=O)C(=O)NCC1CCN(Cc2ccsc2)CC1	i
COC(=O)c1sc2ccccc2c1S(=O)(=O)N(C)CC(=O)NCc1ccc(Cl)cc1	i
COCC(C)Nc1nc(/C=C/c2ccccc2)c([N+](=O)[O-])c(N2CCOCC2)n1 (configuration not stated)	i
COc1ccc(CCC(=O)NCCn2ncc3c(N4CCCCC4)ncnc32)cc1	i
Cc1c(C(=O)N2CCOCC2)c(C(F)(F)F)nn1C1CCN(C(C)C)CC1	i
COc1ccc(S(=O)(=O)NCCCN2CCOC(c3ccccc3)C2)cc1F (configuration not stated)	i
O=C(c1ccco1)N(CCc1cccs1)Cc1cccnc1	i
COc1ccc2c(CC(=O)Nc3ccccc3C(N)=O)cc(=O)oc2c1	i
Cc1ccc(C)c(Sc2cc(N3CCC(C(=O)NCC(C)C)CC3)ncn2)c1	i
Cc1cc(=O)[nH]c2cc(NC(=O)CC3CCCC3)ccc12	i
O=C(CSc1nc(=O)n(CCO)c2c1CCCC2)N1CCN(c2ccccc2)CC1	i
CCCOc1ccc(S(=O)(=O)N2CCN(CCO)CC2)cc1C	i
CCOC(=O)c1c(SCC(=O)Nc2cccc(C)c2C)nc(=O)[nH]c1C	i
COc1ccc(S(=O)(=O)Nc2ccc3c(c2)N(C(=O)c2cccs2)CC3)cc1OC	i
CC(=O)N1CCN(C(=O)c2csc(NS(=O)(=O)c3ccccc3)n2)CC1	i
OCCN(CCO)CC(O)COC12CC3CC(CC(C3)C1)C2 (configuration not stated)	i
N#C/C(=C\N1CCN(Cc2ccc3c(c2)OCO3)CC1)C(=O)NCc1ccccc1	i
COc1cccc(C(CNC(=O)Nc2ccc(Cl)cc2)N2CCOCC2)c1 (configuration not stated)	i
Cn1nccc1C(=O)N1CCN(c2nc3ccc(Cl)cc3s2)CC1	i
CN(C)C(=O)Cc1ccc(NC(=O)Cc2ccc(Cl)cc2)cc1	i

Reprinted from the entries so far for reference:
SMILES	GIRK2 act
COc1ccc(S(=O)(=O)NCCCN2CCOC(c3ccccc3)C2)cc1F (configuration not stated)	i
O=C(c1ccco1)N(CCc1cccs1)Cc1cccnc1	i
COc1ccc2c(CC(=O)Nc3ccccc3C(N)=O)cc(=O)oc2c1	i
Cc1ccc(C)c(Sc2cc(N3CCC(C(=O)NCC(C)C)CC3)ncn2)c1	i
Cc1cc(=O)[nH]c2cc(NC(=O)CC3CCCC3)ccc12	i
O=C(CSc1nc(=O)n(CCO)c2c1CCCC2)N1CCN(c2ccccc2)CC1	i
CCCOc1ccc(S(=O)(=O)N2CCN(CCO)CC2)cc1C	i
CCOC(=O)c1c(SCC(=O)Nc2cccc(C)c2C)nc(=O)[nH]c1C	i
COc1ccc(S(=O)(=O)Nc2ccc3c(c2)N(C(=O)c2cccs2)CC3)cc1OC	i
CC(=O)N1CCN(C(=O)c2csc(NS(=O)(=O)c3ccccc3)n2)CC1	i
OCCN(CCO)CC(O)COC12CC3CC(CC(C3)C1)C2 (configuration not stated)	i
N#C/C(=C\N1CCN(Cc2ccc3c(c2)OCO3)CC1)C(=O)NCc1ccccc1	i
COc1cccc(C(CNC(=O)Nc2ccc(Cl)cc2)N2CCOCC2)c1 (configuration not stated)	i
Cn1nccc1C(=O)N1CCN(c2nc3ccc(Cl)cc3s2)CC1	i
CN(C)C(=O)Cc1ccc(NC(=O)Cc2ccc(Cl)cc2)cc1	i

The listing continues:
SMILES	GIRK2 act
Cc1cc(NC(=O)C2COc3ccccc3O2)n(C(C)C)n1 (configuration not stated)	i
CC(C)CSc1ncnc2c1nnn2C	i
CC(=O)NCCc1nc2ccccc2n1CCCOc1ccc(C)cc1	i
COc1ccc(NC(=O)c2ccc(N3CCCCS3(=O)=O)cc2)cc1	i
CSc1cccc(N2C=C(C#N)S(=O)(=O)c3ccc(Cl)cc32)c1	i
O=C(Cc1ccc(NS(=O)(=O)C2CCCCC2)cc1)NCc1cccs1	i
CCS(=O)(=O)NCCCn1nc(-c2ccc(C)cc2)ccc1=O	i
CS(=O)(=O)N1CCC(C(=O)NCC2(O)CCc3ccccc32)CC1 (configuration not stated)	i
CC(C)S(=O)(=O)c1ccc(CC(=O)NCC(O)c2ccc(C(F)(F)F)cc2)cc1 (configuration not stated)	i
CNC(=O)c1nsc(C(=O)NCc2ccc(SC)cc2)c1N	i
COc1ccc(-c2cc(C(=O)N3CCC(C)CC3)c3c(C)nn(C4CCS(=O)(=O)C4)c3n2)cc1 (configuration not stated)	i
O=C(c1ccc([N+](=O)[O-])cc1)N(Cc1ccncc1)c1nc2c(F)cccc2s1	i
COc1ccc(NC(=O)Cn2cc(OC)c(=O)cc2CSc2ccc(F)cc2)c(OC)c1	i
NC(=O)Cn1cnc(-c2ccc(Cl)cc2)cc1=O	i
CCOc1ccccc1Oc1c(C)oc2c3c(ccc2c1=O)OCN(C1CC1)C3	i
Cc1ccc(Cl)c2sc(=NC(=O)C3CCCN3S(C)(=O)=O)n(C)c12 (configuration not stated)	i
O=C(COc1ccccc1)N1CCC(CNS(=O)(=O)c2cccnc2)CC1	i
CC(C(=O)Nc1nccs1)n1nnc2ccccc2c1=O (configuration not stated)	i
Cc1ccc(Cl)cc1N1CCN(c2nc3ccc(S(C)(=O)=O)cc3s2)CC1	i
COc1ccccc1CNC(=O)C(=O)NCC1CCN(Cc2cc(C)oc2C)CC1	i
Cc1ccc2nc(NC(=O)c3ccc(=O)n(Cc4cccc(F)c4)n3)sc2c1	i
COc1cccc(C(CNS(=O)(=O)c2cccc([N+](=O)[O-])c2)N2CCOCC2)c1 (configuration not stated)	i
O=C(NCC1CCN(S(=O)(=O)C2CC2)CC1)C(=O)Nc1ccccc1Cl	i
CC(C)c1ccc(NC(=O)CCC2=NS(=O)(=O)c3ccccc3N2)cc1	i
O=C1CC(NC(=O)Nc2ccccc2)CN1 (configuration not stated)	i
CC1CCCN(C(=O)c2ccc3c(=O)n4nc(NCc5ccccc5)sc4nc3c2)C1 (configuration not stated)	i
COc1ccccc1OCC(=O)Nc1ccc(CC(=O)NC2CC2)cc1	i
Cc1cc(NC(=O)c2ccc(S(=O)(=O)N(C)C)o2)no1	i
CCOc1cccc2sc(N(CCN3CCOCC3)C(=O)c3ccc(C#N)cc3)nc12	i
O=C(Cn1cnc2ccccc21)Nc1onc2c1CSC2	i
COc1ccc2nc(-c3ccc(NS(=O)(=O)c4cc(C)c(OC)cc4C)cc3)cn2n1	i
Cc1ccc(-c2nnc(NC(=O)C3=COCCO3)o2)cc1C	i
CS(=O)(=O)N1CCC(C(=O)Nc2sccc2C(N)=O)CC1	i
Cn1nnc2c(N3CCN(C(=O)c4cc(Cl)ccc4Cl)CC3)ncnc21	i
Cc1cccc(-c2noc(Cn3ncn4nc(-c5ccc(F)cc5)cc4c3=O)n2)c1	i
O=C(c1ccc(Br)s1)N(CCN1CCOCC1)c1nc2ccccc2s1	i
CSc1ccccc1C(=O)N(C(=O)N1CCCCC1)c1cccc(Cl)c1	i
Cc1[nH]c(=O)[nH]c(=O)c1CC(=O)NCCCc1ccccc1	i
CSc1ccccc1NC(=O)C(=O)NCCN1CCN(c2ccc(F)cc2)CC1	i
COc1ccc(Cl)cc1S(=O)(=O)NCCOc1ccc(-c2ccc(C)cc2)nn1	i
O=C(Nc1nc(CC(=O)N2CCc3ccccc3C2)cs1)c1ccc(=O)[nH]c1	i
COc1cccc(-c2cc(=O)[nH]c(SCc3nc(-c4cc(OC)c(OC)c(OC)c4)no3)n2)c1	i
Cc1ccc(-c2nsc(C(=O)NCCc3cccs3)c2N)cc1	i
Cc1ccc2c(CC(=O)N3CCC4(CC3)OCCO4)cc(=O)oc2c1	i
O=C(c1ccccc1)N1C(=S)C(c2ccccc2)=NC12CCCC2	i

A different layout for some results above:
Cc1ccc2c(CC(=O)N3CCC4(CC3)OCCO4)cc(=O)oc2c1
  GIRK2 act: i

O=C(c1ccccc1)N1C(=S)C(c2ccccc2)=NC12CCCC2
  GIRK2 act: i

More entries
SMILES	GIRK2 act
O=C(CS(=O)(=O)Cc1ccccc1)Nc1nccs1	i
Cn1ccc(C(=O)Nc2cccc(Br)c2)n1	i
O=C(NCC1CCN(c2ccccn2)CC1)Nc1ccc(Cl)c(Cl)c1	i
O=C(COc1ccccc1F)NCC1CCN(C(=O)c2ccccc2F)CC1	i
Cc1ccc(NC(=O)C(=O)NCC(c2cccn2C)N2CCOCC2)cc1C (configuration not stated)	i
COc1ccc(NC(=O)c2sccc2S(=O)(=O)N2CCN(c3ccccc3)CC2)cc1Cl	i
CCn1nnc2c(SCC(=O)N3CCOCC3)ncnc21	i
COc1ccc(S(=O)(=O)N2CCC(c3ccsc3)CC2)cc1C	i
COc1ccc(NC(=O)Cn2ccc3ccn(Cc4cccc(C)c4)c3c2=O)cc1OC	i
O=C(NCC(O)(c1cccs1)C1CC1)c1c(F)cccc1F (configuration not stated)	i
Cc1nn(C2CCS(=O)(=O)C2)c2nc(-c3cccs3)cc(C(=O)N3CCc4ccccc43)c12 (configuration not stated)	i
O=C(Cc1cc(-c2ccc3c(c2)OCCO3)on1)NCC1CCCO1 (configuration not stated)	i
COc1ccc2nc(N(CCN3CCOCC3)C(=O)c3nc4ccccc4s3)sc2c1	i
Cc1cc(O)c(C(c2cccnc2)c2c(O)cc(C)[nH]c2=O)c(=O)[nH]1	i
CCOc1ccc(C(=O)Nc2ccc3c(c2)CCC(=O)N3Cc2ccccc2)cc1OCC	i
O=C(NCC(c1ccco1)N1CCN(c2ccccc2F)CC1)C1CCCCC1 (configuration not stated)	i
O=C(Nc1nc(CCC(=O)N2CCc3ccccc32)cs1)c1cccs1	i
O=C(c1ccc(-c2ccccc2)cc1)N1CCC(c2cccs2)CC1	i
COc1ccc2c(CC(=O)N3c4ccccc4CC3C)cc(=O)oc2c1 (configuration not stated)	i
COc1cccc(NC(=O)C(=O)NCC(c2ccc(C)cc2)N2CCOCC2)c1 (configuration not stated)	i
O=C(Cc1csc(SCC(=O)c2ccccc2)n1)NCc1ccco1	i
CN(C)c1cccc(C(=O)N2CCOC(c3ccc(C(F)(F)F)cc3)C2)c1 (configuration not stated)	i
COc1ccc2nc(-c3cccc(NC(=O)c4ccc(Cl)cc4Cl)c3)cn2n1	i
CC(C)C(=O)Nc1ccc(SCC(=O)NCc2ccc3c(c2)OCO3)nn1	i
Cc1onc(-c2ccccc2Cl)c1C(=O)NCC(O)c1cccn1C (configuration not stated)	i
O=C(NCC(c1cccs1)N1CCOCC1)Nc1ccccc1C(F)(F)F (configuration not stated)	i
CCOc1ccc(N/C=C(\C#N)C(=O)NCc2ccccc2)cc1	i
O=C(Cc1ccc(NC(=O)c2ccc(F)cc2Cl)cc1)NC1CC1	i
Cn1c(=O)[nH]c(=O)c2c1nc(SCc1ccc(F)cc1)n2CCCOc1ccccc1	i
CCOC(=O)C(=O)NCCOc1ccc2nnc(-c3ccccc3Cl)n2n1	i
Cc1ccc(NC(=O)N2CCC3(CC2)NC(=O)N(Cc2ccc(F)cc2)C3=O)c(C)c1	i
O=C1CNC(=O)N1CC1CCCNC1 (configuration not stated)	i
Cc1nnsc1C(=O)N1CCC(CNC(=O)C(=O)Nc2cc(Cl)ccc2C#N)CC1	i
CCOc1ccc2nc(NC(=O)c3ccc(=O)n(Cc4ccccc4F)c3)sc2c1	i
Cc1nnc(NC(=O)CCc2csc(NC(=O)c3ccc(Cl)cc3)n2)s1	i
COCC(=O)Nc1ccc(-c2cccs2)cc1NC(=O)c1ccc2c(c1)OCO2	i
O=C(Cc1ccc(NC(=O)COc2ccc(Cl)cc2Cl)cc1)NCc1cccs1	i
Cc1ccc(S(=O)(=O)N2CCN(c3ccc(N4CCN(C)CC4)nn3)CC2)cc1	i
